# APOBEC3A inh: inhibitors of human APOBEC3A DNA deaminase | P31941 | recombinant A3A, FAM/TAMRA ssDNA deamination fluorescence | inhibition, % at 20 µM | hit rate 0.41% among 330,000 | AID 493011;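 active = at least 40% inhibition at 20 µM here, with at most 30% in a related deaminase screen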;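 also: plate controls were A3A with DMSO for no effect and wells lacking A3A enzyme for full effect; some results filed as inactive read as strong as hits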
# Target sequence (P31941 whole entry, looked up): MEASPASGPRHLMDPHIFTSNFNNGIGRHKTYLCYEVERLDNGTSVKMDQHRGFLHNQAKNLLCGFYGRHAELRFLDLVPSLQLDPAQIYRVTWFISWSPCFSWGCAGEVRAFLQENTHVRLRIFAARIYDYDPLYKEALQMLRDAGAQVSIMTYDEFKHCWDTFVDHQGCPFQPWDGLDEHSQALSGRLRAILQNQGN
# Gli-Sufu antag: blocks Gli-Sufu signaling in a luciferase reporter | inhibition, % at 5 µM | hit rate 0.74% among 340,000 | Sufu-KO-LIGHT fibroblasts, Gli luciferase reporter luminescence | AID 588413;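 active = inhibition above about 55%, limit read from the data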;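 also: 0% = DMSO-treated cells and 100% = wells with medium but no cells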
# MPTP inh: permeability transition pore inhibition. isolated mouse mitochondria, Ca2+ swelling absorbance, 30 min. inhibition, % at 10 µM. hit rate 1.4% among 360,000;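 active = inhibition of 50% or more, scaled per plate between neutral and stimulator controls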;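 also: 0% = DMSO wells given calcium and 100% = 1 mM EGTA wells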
# NR3A LBD binder: modulators (binders) of human NR3A ligand-binding domain; NR3A LBD differential scanning fluorimetry, Tm shift; 0% = protein alone, 100% = glycine-bound protein; Tm shift relative to glycine control, % at 25 µM; hit rate 2.5% among 340,000; AID 1259313;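 active = melting temperature shift of at least 10% of the positive control shift, at one fixed dose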
# APOBEC3G inh: blocks human APOBEC3G single-stranded DNA deamination; recombinant A3G, ssDNA deamination FAM/TAMRA fluorescence; inhibition, % at 20 µM; hit rate 0.28% among 330,000;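 active = inhibition of at least 40% at 20 µM, with no more than 30% in the related APOBEC3A deaminase screen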;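 also: plate controls were DMSO wells with A3G for no effect and wells lacking A3G enzyme for full effect; some compounds called inactive have numbers as strong as hits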
# CCR6 antagonist: blocks CCL20-driven beta-arrestin recruitment at human CCR6; P51684; CHO-K1 CCR6 PathHunter beta-arrestin, luminescence, CCL20-stimulated; inhibition, % at 20 µM; hit rate 0.49% among 340,000;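 active = compounds whose inhibition of the agonist-driven luminescence signal at 20 µM reaches about 50%, limit read from the data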;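 also: cells stimulated with CCL20 at 14 nM final; plate controls were DMSO with CCL20 for no effect and DMSO without agonist for full effect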
# Target sequence (P51684 whole entry, looked up): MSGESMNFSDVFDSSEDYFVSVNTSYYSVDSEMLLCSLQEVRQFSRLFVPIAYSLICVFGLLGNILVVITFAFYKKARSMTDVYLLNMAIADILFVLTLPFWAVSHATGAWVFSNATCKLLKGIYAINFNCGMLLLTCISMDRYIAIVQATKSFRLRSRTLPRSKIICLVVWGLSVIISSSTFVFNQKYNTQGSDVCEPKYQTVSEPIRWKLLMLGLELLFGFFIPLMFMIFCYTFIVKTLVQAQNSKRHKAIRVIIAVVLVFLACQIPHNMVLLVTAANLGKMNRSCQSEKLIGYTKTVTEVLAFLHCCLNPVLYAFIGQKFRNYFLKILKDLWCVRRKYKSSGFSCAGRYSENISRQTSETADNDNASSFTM
# CXCR6 inh: inhibitors of human CXCR6 receptor; O00574; CHO-K1 PathHunter CXCR6 beta-arrestin, luminescence; inhibition, % at 20 µM; hit rate 0.36% among 360,000; in the data active = inhibition above about 34%, passing the limit was not always enough;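 also: antagonist mode with CXCL16 agonist at 10 nM final; 0% = 10 nM CXCL16 with DMSO and 100% = unstimulated wells without agonist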
# Target sequence (O00574 whole entry, looked up): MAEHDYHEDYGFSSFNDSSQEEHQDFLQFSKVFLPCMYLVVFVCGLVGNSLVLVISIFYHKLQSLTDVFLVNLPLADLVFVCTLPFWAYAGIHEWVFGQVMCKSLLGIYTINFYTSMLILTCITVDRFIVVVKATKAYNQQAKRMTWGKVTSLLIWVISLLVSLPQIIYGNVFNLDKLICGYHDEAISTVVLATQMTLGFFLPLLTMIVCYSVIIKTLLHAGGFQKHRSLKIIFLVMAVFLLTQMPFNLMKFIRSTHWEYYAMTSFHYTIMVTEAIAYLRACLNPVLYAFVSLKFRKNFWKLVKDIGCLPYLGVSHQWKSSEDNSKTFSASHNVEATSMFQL
# EBI2 block: antagonists of human EBI2 receptor; P32249; EBI2 beta-arrestin recruitment, luminescence, 7a,25-OHC stimulated; inhibition, % at 5 µM; hit rate 0.81% among 360,000; in the data active = inhibition above about 38%;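 also: enzyme fragment complementation signal reports receptor beta-arrestin coupling in cells; 0% = agonist plus DMSO wells and 100% = wells without agonist; some results beyond the cut were filed as inactive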
# Active calls of the source: *; . = not tested or not shown.
structure	MPTP inh	Gli-Sufu antag	APOBEC3A inh	EBI2 block	CCR6 antagonist	NR3A LBD binder	APOBEC3G inh	CXCR6 inh
COc1ccc(CSc2nnc(CNS(C)(=O)=O)o2)cc1	-0.8	-4	2	9	3	0	-7	1
COc1ccc(NC(=S)N(Cc2ccc(C(=O)O)cc2)Cc2ccc(OC)c(OC)c2)cc1	-0.2	-6	0	18	0	2	-6	-1
CN(CC#CCC(c1ccccc1)c1ccccc1)C(C)(C)C	34	3	2	-16	-6	-2	-4	-2
COc1cccc(OC)c1C(=O)Oc1ccc2c(c1)O/C(=C\c1ccncc1)C2=O	3.8	23	2	8	-3	0	-4	-10
Cc1ccc(S(=O)(=O)n2nc(C)c(S(=O)(=O)N3CCCCC3)c2C)cc1	-0.4	-9	-3	4	12	1	-7	-4
Oc1ccc(COCc2ccccc2)c2cccnc12	0.2	-12	2	7	11	-3	-4	5
Cc1ccc(C(=O)Nc2cccc3ccccc23)cc1	-1.9	-7	-5	-16	24	-2	-11	13
COc1ccc2[nH]c3c(c2c1)CCN1C(=O)C(CC(=O)NC/C=C(\C)CCC=C(C)C)C[C@H](C(=O)N(C(C)C)C(C)C)[C@@]31C (some centres undefined)	3.7	3	2	22	20	-4	2	14
O=C(O)c1ccc(C(=O)Nc2ccc(F)cc2)cc1	4.2	-9	-4	1	3	-2	-5	1
Cc1c(C(=O)N2CCc3ccccc3C2)oc2ccc(S(=O)(=O)N3CCCCCC3)cc12	0.4	5	1	7	12	-1	-1	8
CCCCn1cnc2c(=S)nc(N)[nH]c21	1.4	20	-7	-10	2	1	-7	0
CCOC(=O)c1cnc2ccc(Br)cc2c1NCCO	-0.1	-11	2	8	-15	-1	-1	-8
CCC(Sc1nc2c(c(=O)n1CC)SC(C)C2)C(=O)OC (centres undefined)	0.6	-16	-1	-1	3	-4	0	5
Cc1ccccc1C(=O)N/N=C1/SCC(=O)N1Cc1ccc2c(c1)OCO2	0.7	1	-2	5	17	0	-4	8
COc1cc(OC)cc(C(=O)N[C@H](C(=O)Nc2c(C)n(C)n(-c3ccccc3)c2=O)C(C)C)c1	-1.3	-3	4	3	8	-3	-1	-3
COc1ccc(C)cc1S(=O)(=O)N(C)CC(=O)N1CCN(c2ccccc2)CC1	0.0	9	0	1	-4	0	-5	2
Cc1cccc(C)c1OCc1cc(C(=O)NC2CCC(O)CC2)no1 (centres undefined)	-0.5	3	1	9	4	-2	-2	-6
O=C(Nc1nc(=S)ss1)c1ccc(Cl)cc1Cl	88*	-10	.	-3	5	-2	.	5
COc1cc(C(=O)NCC2CCCO2)cc(OC)c1OC (centres undefined)	-2.3	3	3	4	-2	-2	-6	6
Cc1ccc2[nH]c(C)c(CC(=O)O)c2c1	1.5	-2	-5	-7	18	1	-4	4

# Entries listed so far shown as hits in MPTP inh:
Structure	MPTP inh	APOBEC3A inh	EBI2 block	CCR6 antagonist	NR3A LBD binder	APOBEC3G inh	CXCR6 inh
O=C(Nc1nc(=S)ss1)c1ccc(Cl)cc1Cl	88*	.	-3	5	-2	.	5

# (listing goes on)
structure	MPTP inh	Gli-Sufu antag	APOBEC3A inh	EBI2 block	CCR6 antagonist	NR3A LBD binder	APOBEC3G inh	CXCR6 inh
COc1ccc(NS(=O)(=O)c2ccc(OC)c(OC)c2)cc1OC	5.0	4	2	-14	12	3	1	-9
CCc1ccc(/C=N/NC(=O)c2cc(-c3ccccc3OC)nc3ccccc23)s1	1.9	2	-3	13	7	1	-3	1
CCC(=O)Nc1ccc(-c2cc(-c3ccccc3)nc(-c3ccc(NC(=O)CC)cc3)n2)cc1	3.6	10	-1	19	11	16*	-4	6
COc1ccc(C2CC(=O)n3c(nc4ccccc43)S2)cc1OC (centres undefined)	-0.6	1	1	0	-1	0	-2	11
O=C(Cc1cccs1)Nc1ccccc1	0.5	-3	-5	-2	0	0	-9	-2
COc1ccc(-c2ncc(CN3CCC(CO)(Cc4cccc(OC)c4)CC3)cn2)cc1	3.4	4	3	2	6	2	0	-15
COc1cc(CNn2c(C)n[nH]c2=S)cc(Cl)c1OCc1ccccc1	1.2	-9	-4	-3	2	-4	-8	5
C[n+]1ccc(C(=O)N/N=C/c2ccco2)cc1	-1.9	-2	11	-13	-7	-2	3	0
C[C@]12c3[nH]c4ccccc4c3CCN1C(=O)C(CC(=O)NCc1cccc(C(F)(F)F)c1)C[C@@H]2C(=O)N1CCOCC1 (some centres undefined)	6.3	2	-3	-6	-2	-3	-5	-4
O=C(c1cccnc1)N1C2C=CC(C2)C1(C(F)(F)F)C(F)(F)F (centres undefined)	1.2	-4	18	0	-1	-1	0	0
COc1cccc(CNCc2cccc(OC)c2O)c1O	-0.3	-13	.	-6	5	0	.	5
CCc1nc(C)ccc1OC(=O)C12CC3CC(CC(C3)C1)C2	0.9	1	1	-6	5	-8	2	-9
CC(NC(=O)COC(=O)CCc1nc2ccccc2c(=O)[nH]1)c1ccccc1 (centres undefined)	2.3	-2	1	0	2	-1	-4	-4
Cc1cc(C)c(C)c(S(=O)(=O)N2CCC(C(=O)OCC(=O)N3c4ccccc4NC(=O)C3(C)C)CC2)c1C	9.2	5	12	13	0	0	7	2
Cc1ccc(N=C(NOCc2ccc(Cl)cc2Cl)c2nonc2N)c(C)c1	4.8	12	4	6	28	.	3	-4
Cc1ccc(C)c(N2CCN(S(=O)(=O)c3c(C)noc3C)CC2)c1	-1.0	5	0	16	11	-3	-5	9
CCCCN1C(=O)C(=O)N(CC(=O)Nc2cccc(C(C)=O)c2)C1=O	0.4	6	-3	-2	8	1	-4	0
C/C=C(/C)C(=O)O[C@@H]1Cc2c(ccc3ccc(=O)oc23)OC1(C)C	-0.1	-6	2	-6	6	-4	1	-2
O=C(CSc1nc2ccccc2n1-c1ccccc1)Nc1ncc(Cl)cc1Cl	0.1	3	-2	10	8	-7	0	-1
COc1cc(C(=O)OCC(=O)c2cc(C)n(CC3CCCO3)c2C)cc(OC)c1C (centres undefined)	-0.1	-5	3	3	5	2	-4	-1
COCCCNC(=O)c1cc(C)nn1-c1ccccc1	-0.7	1	11	-12	0	1	3	-6
Cc1ccccc1C(=O)NCc1nnc(SCC(=O)N2CCN(c3ccccc3)CC2)n1C	0.4	0	2	-1	3	2	-1	-2
CCOc1ccc(C2C(C(=O)OC)=CN(CCOC)C=C2C(=O)OC)cc1	0.2	-1	-1	6	9	2	-5	-3
Cn1ccnc1SCc1cccc([N+](=O)[O-])c1	-1.1	-16	-5	6	3	-2	-7	4
COCC(=O)N(Cc1cc2ccc(C)cc2[nH]c1=O)c1ccccc1C	0.0	-3	2	0	4	-4	1	3
CC(C(=O)N(C)Cc1cccc(F)c1)N1CCN(S(=O)(=O)c2ccc3c(c2)OCCCO3)CC1 (centres undefined)	3.7	6	22	2	13	1	-2	-12
COC(=O)[C@@H]1C[C@@]2(O)[C@H](O)[C@H](O)[C@H](O)C[C@H]2N1C/C=C/c1ccccc1	-0.2	-5	-1	-8	-2	2	4	6
COc1ccc(NC(=O)CCc2nc(-c3ccccc3F)no2)cc1	-0.1	2	-3	-12	-1	-1	-6	-15
O=C(Nc1cccc(-c2cn3c(n2)SCC3)c1)c1ccc2c(c1)OCO2	0.6	-30	1	1	5	-9	-4	2
O=C(CSc1nn(-c2ccc(Cl)cc2)c(=S)s1)NCC1CCCO1 (centres undefined)	-1.0	1	-2	-1	-20	0	-10	-7
O=C(Nc1ccc2c(c1)OCCO2)c1ccc(Br)cc1	0.7	-77	-2	4	13	1	-3	6
O=C1Nc2ccccc2SC1c1ccccc1 (centres undefined)	0.5	-7	.	3	-7	1	.	4
O=C(NCCCn1ccnc1)c1sc2cccc(F)c2c1Cl	-0.6	7	-3	-1	-12	0	-3	0
COc1ccc(N(C(=O)CCl)C(C(=O)NCCc2ccccc2)c2cccs2)cc1 (centres undefined)	2.1	95*	.	30	10	10	.	5
CN1CCN(CC(=O)Nc2c(C#N)cnn2-c2ccccc2)CC1	1.2	2	1	-7	-1	1	0	6
Cc1cc(C)c(C#N)c(SCC(=O)c2ccccc2)n1	2.7	6	1	14	8	-2	5	-5
CCc1cccc(N(CC(=O)NC2CCCCC2)C(=O)c2csnn2)c1	0.0	-10	1	-31	5	-5	-9	8
Cc1ccccc1-n1nc(C)c2c(C(=O)NN)cc(-c3ccncc3)nc21	-0.6	-7	1	3	-1	-2	-5	-3
CCOc1ccc(NC(=O)c2cccc(-n3cnnn3)c2)cc1	0.5	2	-4	5	17	-11	-7	-5
CCCN(CC(=O)Nc1ccccc1C)C(=O)c1oc2ccc(OCC)cc2c1C	-1.7	-1	1	6	3	1	-6	-13

# Among those listed so far, 2 have bromine:
structure	MPTP inh	Gli-Sufu antag	APOBEC3A inh	EBI2 block	CCR6 antagonist	NR3A LBD binder	APOBEC3G inh	CXCR6 inh
CCOC(=O)c1cnc2ccc(Br)cc2c1NCCO	-0.1	-11	2	8	-15	-1	-1	-8
O=C(Nc1ccc2c(c1)OCCO2)c1ccc(Br)cc1	0.7	-77	-2	4	13	1	-3	6

# Following part:
structure	MPTP inh	Gli-Sufu antag	APOBEC3A inh	EBI2 block	CCR6 antagonist	NR3A LBD binder	APOBEC3G inh	CXCR6 inh
CC(=O)NC1CC2CCCC(C1)N2C(=O)Nc1ccccc1C (centres undefined)	0.6	-9	.	-9	10	0	.	-13
O=C(CSc1nnc(NC(=O)c2c(F)cccc2Cl)s1)Nc1ccccc1F	0.0	-4	-4	2	14	8	-4	10
Cc1ccc(S(=O)(=O)c2cc(C#N)c(=O)[nH]c2N)cc1	1.3	6	-2	-10	-11	0	-7	4
CCOC(=O)c1c(NC(=O)Cn2nnc3ccccc32)sc2c1CCC(C)C2 (centres undefined)	3.8	3	1	14	4	-3	-4	6
O=C(NCCc1ccccc1)C(=O)NCC1OCCN1S(=O)(=O)c1cc(F)ccc1F (centres undefined)	-0.5	1	-1	-6	4	-1	-1	-6
CC(=O)N/N=c1\sc2ccccc2n1C	-1.9	4	-1	-4	5	1	-5	-1

# Look-ups from the list.
# In MPTP inh, `O=C(NCCc1ccccc1)C(=O)NCC1OCCN1S(=O)(=O)c1cc(F)ccc1F` (centres undefined) is listed with -0.5
# In APOBEC3G inh, `Cc1ccc(S(=O)(=O)c2cc(C#N)c(=O)[nH]c2N)cc1` is listed with -7
# In EBI2 block, `CC(=O)N/N=c1\sc2ccccc2n1C` is listed with -4

# Nothing new here: an excerpt of the list.
structure	MPTP inh	Gli-Sufu antag	APOBEC3A inh	EBI2 block	CCR6 antagonist	NR3A LBD binder	APOBEC3G inh	CXCR6 inh
COc1ccc2[nH]c3c(c2c1)CCN1C(=O)C(CC(=O)NC/C=C(\C)CCC=C(C)C)C[C@H](C(=O)N(C(C)C)C(C)C)[C@@]31C (some centres undefined)	3.7	3	2	22	20	-4	2	14
O=C(O)c1ccc(C(=O)Nc2ccc(F)cc2)cc1	4.2	-9	-4	1	3	-2	-5	1
Cc1c(C(=O)N2CCc3ccccc3C2)oc2ccc(S(=O)(=O)N3CCCCCC3)cc12	0.4	5	1	7	12	-1	-1	8
CCCCn1cnc2c(=S)nc(N)[nH]c21	1.4	20	-7	-10	2	1	-7	0
